From PubChem BioAssay
mIAP block: blocks mouse intestinal alkaline phosphatase | purified mouse IAP, CDP-Star luminescence, 30 min | inhibition, % at 10 µM | 330,000 tested, 0.2% active;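 active = inhibition of at least 40% at 10 µM in the primary screen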;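 also: plate controls were DMSO with enzyme for no effect and no enzyme wells for full effect; values of inactives mirror those of a sister screen read the other way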
APOBEC3G inh: APOBEC3G (human) deaminase inhibition; Q9HC16; AID 493012; recombinant A3G, ssDNA deamination FAM/TAMRA fluorescence; 330,000 tested, 0.28% active; inhibition, % at 20 µM;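 active = inhibition of at least 40% at 20 µM, with no more than 30% in the related APOBEC3A deaminase screen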;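 also: plate controls were DMSO wells with A3G for no effect and wells lacking A3G enzyme for full effect; some compounds called inactive have numbers as strong as hits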
hIAP inh: blocks human intestinal alkaline phosphatase; purified IAP, CDP-Star luminescence, 30 min; inhibition, % at 10 µM; 330,000 tested, 0.12% active; AID 2544;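 active = inhibition reaching a set limit with compound at 10 µM in the primary screen, cut at about 35% in these data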;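 also: plate controls were DMSO wells with enzyme for no effect and no-enzyme buffer wells for full effect; values of inactives mirror those of a sister screen read the other way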
Target sequence (P09923 whole entry, looked up): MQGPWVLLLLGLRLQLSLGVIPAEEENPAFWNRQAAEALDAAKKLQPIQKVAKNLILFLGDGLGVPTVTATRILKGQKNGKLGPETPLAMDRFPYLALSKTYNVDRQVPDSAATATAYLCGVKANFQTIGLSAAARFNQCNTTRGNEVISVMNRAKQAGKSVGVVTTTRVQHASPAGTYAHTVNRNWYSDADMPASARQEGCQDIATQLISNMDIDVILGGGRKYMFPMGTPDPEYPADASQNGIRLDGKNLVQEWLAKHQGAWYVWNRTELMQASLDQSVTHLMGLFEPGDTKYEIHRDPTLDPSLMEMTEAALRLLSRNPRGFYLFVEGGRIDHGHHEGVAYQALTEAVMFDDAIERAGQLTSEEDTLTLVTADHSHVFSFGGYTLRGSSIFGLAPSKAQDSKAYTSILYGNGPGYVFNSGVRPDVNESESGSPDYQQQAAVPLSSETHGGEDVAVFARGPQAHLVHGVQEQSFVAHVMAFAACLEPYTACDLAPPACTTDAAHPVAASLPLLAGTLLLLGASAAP
ATG4B inhibitor: inhibitors of human ATG4B cysteine protease | Q9Y4P1 | ATG4B cleavage of LC3-PLA2, NBD-HPC fluorescence, 1 h | inhibition, % at 8.33 µM | 340,000 tested, 0.51% active | AID 504462; in the data active = inhibition above about 40%
Target sequence (Q9Y4P1 whole entry, looked up): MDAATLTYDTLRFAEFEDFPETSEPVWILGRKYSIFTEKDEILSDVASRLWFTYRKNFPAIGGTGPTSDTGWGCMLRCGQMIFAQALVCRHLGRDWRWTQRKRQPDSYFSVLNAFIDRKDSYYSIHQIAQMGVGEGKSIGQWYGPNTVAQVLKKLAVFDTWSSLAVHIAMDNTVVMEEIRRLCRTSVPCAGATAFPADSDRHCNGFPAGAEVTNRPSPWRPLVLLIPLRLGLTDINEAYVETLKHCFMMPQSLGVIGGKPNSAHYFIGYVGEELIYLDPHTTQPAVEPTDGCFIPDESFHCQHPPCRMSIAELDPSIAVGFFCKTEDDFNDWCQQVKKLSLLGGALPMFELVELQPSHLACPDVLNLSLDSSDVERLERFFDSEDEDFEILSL
hIAP activ: human IAP activation; P09923; purified human IAP, CDP-Star luminescence, 30 min; stronger effect = higher value; 1 = vehicle-only enzyme, 0 = enzyme-free background; activation factor at 10 µM; 330,000 tested, 0.16% active;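 active = activation factor of the enzyme at least 2-fold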; also: the source names both 10 and 20 µM as test concentration; values of inactives mirror those of a sister screen read the other way
mIAP activ: increases mouse intestinal alkaline phosphatase activity; AID 2805; activation factor at 10 µM; 330,000 tested, 0.24% active; muIAP, CDP-Star luminescence, 30 min; stronger effect = higher value; 1 = vehicle-only enzyme signal, 0 = enzyme-free wells;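 active = activation factor of at least 2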; also: the source names both 10 and 20 µM as test concentration; values of inactives mirror those of a sister screen read the other way
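Assay system: mouse IAP enzyme / Compound: DMSO-dissolved test compounds / Timing: 30 min, room temperature / Measured by: luminescence from enzymatic CDP-Star hydrolysis / Control set: DMSO-only wells, enzyme-free buffer wells as negative control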
MPTP inh: inhibitors of mitochondrial permeability transition pore; isolated mouse mitochondria, Ca2+ swelling absorbance, 30 min; AID 602449; inhibition, % at 10 µM; 360,000 tested, 1.4% active;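 active = inhibition of 50% or more, scaled per plate between neutral and stimulator controls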;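 also: 0% = DMSO wells given calcium and 100% = 1 mM EGTA wells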
APOBEC3A inh: blocks human APOBEC3A ssDNA deamination. AID 493011. P31941. recombinant A3A, FAM/TAMRA ssDNA deamination fluorescence. inhibition, % at 20 µM. 330,000 tested, 0.41% active;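 active = at least 40% inhibition at 20 µM here, with at most 30% in a related deaminase screen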;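 also: plate controls were A3A with DMSO for no effect and wells lacking A3A enzyme for full effect; some results filed as inactive read as strong as hits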
MIN6 prolif: inducers of beta-cell replication in MIN6 cells; MIN6 cells proliferation, ATPlite luminescence, 48 h; cells starved in 0.2% serum; 100% = growth in 10% serum; proliferation, % at 10 µM; 330,000 tested, 0.29% active;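 active = compounds whose signal lies at least 3.5 SD above the mean of all wells on their plate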;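 also: 0% = DMSO-treated cells in low-serum medium and 100% = 10% serum control; some compounds called inactive have numbers as strong as hits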
Active calls of the source: *; x = no result given.

(1) Cc1cc(/C=C2\SC(N)=NC2=O)c(C)n1-c1ccc(F)cc1
(2) COc1ccc(C(=O)N2CCC3(CC2)NCCc2[nH]cnc23)cc1
(3) COc1ccccc1NC(=O)CCC(=O)OCc1ccc(Cl)cc1
(4) O=C(CCc1ccccc1)NC1(Cc2ccccc2)CCN(CCCc2ccccc2)C1=O (stereo not given)
(5) Cn1c(SCC(=O)NC(=O)c2cccc([N+](=O)[O-])c2)nnc1-c1ccc(F)cc1
(6) COc1ccc(Cl)cc1C(=O)NNC(=O)c1ccncc1
(7) O=C(NO)c1cc(OCC(F)(F)F)ccc1OCC(F)(F)F
(8) CC1CC(C)CN(S(=O)(=O)c2ccc(C(=O)N3CCN(c4ccccc4)CC3)cc2)C1 (stereo not given)
(9) O=C(CSc1nccc(=O)[nH]1)Nc1ccc2c(c1)OCCO2
(10) COc1ccc(S(=O)(=O)N2CCCCC2C(=O)O)cc1OC (stereo not given)

entry no. | 1 | 2 | 3 | 4 | 5 | 6 | 7 | 8 | 9 | 10
mIAP block | 9 | -7 | 8 | -7 | 8 | -7 | 2 | 0 | 21 | -1
APOBEC3G inh | -10 | -3 | -5 | -7 | -8 | -7 | -6 | -4 | -11 | 2
hIAP inh | -3 | -21 | -11 | 7 | -14 | -21 | -18 | 14 | 5 | -2
ATG4B inhibitor | -6 | 2 | -3 | 1 | -3 | 5 | 9 | -6 | -8 | -10
hIAP activ | 1 | 1.2 | 1.1 | 0.93 | 1.1 | 1.2 | 1.2 | 0.86 | 0.95 | 1
mIAP activ | 0.91 | 1.1 | 0.92 | 1.1 | 0.92 | 1.1 | 0.98 | 1 | 0.79 | 1
MPTP inh | -1.9 | -1.0 | 0.8 | 1.3 | -0.5 | -0.7 | 0.1 | 1.3 | -0.1 | -1.3
APOBEC3A inh | -4 | -5 | 0 | -4 | -5 | -6 | 2 | -2 | -3 | 0
MIN6 prolif | -3 | -2 | 1 | -5 | -1 | -4 | 0 | -2 | 0 | 0

(11) N#C/C(=C\c1cccs1)Sc1nc2ccccc2s1
(12) CCOc1ccc(N(C)C(=O)CCc2nnc3ccc(N4CCC5(CC4)OCCO5)nn23)cc1
(13) COc1ccc(CN2CCN(C(=O)c3cccc4ccccc34)CC2)cc1OC
(14) Cc1ccc(N2CCN(C(=O)c3cc(C(=O)c4ccccc4C)c[nH]3)CC2)c(C)c1
(15) CCOC(=O)c1ccc(NC(=O)Cn2ccc([N+](=O)[O-])n2)cc1
(16) CCn1nc(C)c(CNC(=O)C2CCC(=O)N(CCc3ccc(Cl)cc3)C2)c1C (stereo not given)
(17) CC(=O)Nc1ccc(NS(=O)(=O)c2cc(Cl)sc2Cl)cc1
(18) Cc1ccc(CN2CCN(CC(=O)NCc3ccccc3)CC2)cc1
(19) Cc1cccc(Nc2sc(C(=O)c3cc4cc(Cl)ccc4o3)c(N)c2C#N)c1
(20) Cc1cc(C)c2nc(N3CCC(C(=O)NCC4CCCO4)CC3)sc2c1 (stereo not given)

entry no. | 11 | 12 | 13 | 14 | 15 | 16 | 17 | 18 | 19 | 20
mIAP block | -1 | 0 | -2 | 5 | 0 | -5 | -5 | -6 | 13 | 6
APOBEC3G inh | -6 | -7 | -1 | 2 | -1 | 44* | -1 | -11 | -3 | -4
hIAP inh | -18 | -18 | -6 | 4 | 2 | 11 | 11 | -1 | 26 | 3
ATG4B inhibitor | 11 | 8 | -3 | 11 | 7 | 1 | 3 | 3 | -3 | 1
hIAP activ | 1.2 | 1.2 | 1.1 | 0.96 | 0.98 | 0.89 | 0.89 | 1 | 0.74 | 0.97
mIAP activ | 1 | 1 | 1 | 0.95 | 1 | 1 | 1.1 | 1.1 | 0.87 | 0.94
MPTP inh | 0.5 | -0.5 | -0.1 | 0.7 | 2.8 | -0.9 | 0.7 | 0.8 | 0.8 | -1.6
APOBEC3A inh | -5 | -6 | 1 | 0 | 3 | 6 | 1 | -2 | 1 | -3
MIN6 prolif | -3 | -1 | -4 | -7 | -3 | -2 | -2 | -2 | 0 | -1

(21) CCCn1cnc2c(sc3nc4c(cc32)CSC(C)(C)C4)c1=O
(22) O=C(O)CC(c1ccccc1)n1cnnn1 (stereo not given)
(23) Cc1ccsc1/C=N/NC(=O)c1cccs1
(24) COc1ccc([C@@H]2[C@@H]3C(=O)N(C(C)(C)C)C(=O)[C@@H]3[C@]3(Cc4ccc(Cl)cc4)C(=O)N(c4cccc(Br)c4)C(=O)N23)cc1
(25) O=C(CSc1nnc2c(n1)[nH]c1ccccc12)NCc1ccco1
(26) COc1ccc(NC(=O)COC(=O)c2ccc(S(=O)(=O)N3CCCCCC3)cc2)c(OC)c1
(27) O=C1CN(C(=O)N[C@@H](Cc2ccccc2)C(=O)N[C@H](C(=O)O)c2ccccc2)c2ccccc2N1
(28) CCc1ccccc1NC(=O)CSc1nnc([C@H](CCSC)NC(=O)OC(C)(C)C)o1
(29) c1ccc(-c2[nH]ncc2CN2CCc3ccccc3C2)cc1
(30) COc1ccc(CCn2c(N)cc(=O)[nH]c2=O)cc1OC

entry no. | 21 | 22 | 23 | 24 | 25 | 26 | 27 | 28 | 29 | 30
mIAP block | 7 | -2 | -2 | 2 | 10 | 2 | 0 | -8 | -9 | -8
APOBEC3G inh | -5 | -3 | -3 | -4 | 6 | -5 | -3 | -5 | -5 | 12
hIAP inh | 9 | -6 | -2 | -1 | -5 | 3 | -16 | 18 | -8 | 1
ATG4B inhibitor | 5 | -3 | 6 | -7 | -9 | -1 | -2 | -3 | -3 | 0
hIAP activ | 0.91 | 1.1 | 1 | 1 | 1.1 | 0.97 | 1.2 | 0.82 | 1.1 | 0.99
mIAP activ | 0.93 | 1 | 1 | 0.98 | 0.9 | 0.98 | 1 | 1.1 | 1.1 | 1.1
MPTP inh | 0.0 | -0.1 | 1.1 | 0.6 | -5.3 | 0.4 | 0.3 | 0.5 | 2.1 | -0.9
APOBEC3A inh | -7 | 0 | -2 | 9 | 4 | 1 | 1 | -1 | -3 | -3
MIN6 prolif | 0 | -1 | 0 | -6 | -4 | -1 | 3 | -3 | 0 | -2

Shown as a hit in APOBEC3G inh, of those listed so far:
item | SMILES | mIAP block | APOBEC3G inh | hIAP inh | ATG4B inhibitor | hIAP activ | mIAP activ | MPTP inh | APOBEC3A inh
16 | CCn1nc(C)c(CNC(=O)C2CCC(=O)N(CCc3ccc(Cl)cc3)C2)c1C (stereo not given) | -5 | 44* | 11 | 1 | 0.89 | 1 | -0.9 | 6

New compounds follow:
(31) COC(C(=O)NC1CC1)c1ccccc1 (stereo not given)
(32) CCCOc1ccc(C2=CC(=O)C[C@H](c3ccc(OC)cc3)C2)cc1
(33) Cc1ccc(S(=O)(=O)N2CCN(C(=O)c3cc(=O)c4ccccc4o3)CC2)cc1
(34) Cc1cc(N(C(=O)c2ccco2)C(C(=O)NC2CCCCC2)c2ccccc2)ccc1-n1cnnn1 (stereo not given)
(35) CCN(/N=C/c1ccccc1)c1cc(=O)n(C)c(=O)[nH]1
(36) CCOC(=O)c1cc(C)nc(S(C)(=O)=O)c1C#N
(37) COC(=O)CC(NC(=O)CN1CCN(c2ccc(F)cc2)CC1)c1cccc(F)c1 (stereo not given)
(38) COc1ccc(OCCN(C)CC(=O)Nc2ccccc2SC)cc1
(39) O=C(COc1ccccc1Cl)N1CCN(c2ccc([N+](=O)[O-])c(N3CCCCC3)c2)CC1
(40) O=C(COc1ccc(Br)cc1)NCCNC(=O)c1ccncc1

entry no. | 31 | 32 | 33 | 34 | 35 | 36 | 37 | 38 | 39 | 40
mIAP block | 5 | 7 | -6 | 5 | 8 | -10 | -4 | -5 | 15 | 6
APOBEC3G inh | -4 | -8 | -10 | 7 | -10 | -6 | 0 | -6 | -2 | 1
hIAP inh | 7 | 5 | 13 | -28 | 13 | 6 | -2 | -13 | -106 | 0
ATG4B inhibitor | -6 | 3 | -11 | -8 | -10 | 3 | -5 | 1 | -12 | 2
hIAP activ | 0.93 | 0.95 | 0.87 | 1.3 | 0.87 | 0.94 | 1 | 1.1 | 2.1* | 1
mIAP activ | 0.95 | 0.93 | 1.1 | 0.95 | 0.92 | 1.1 | 1 | 1.1 | 0.85 | 0.94
MPTP inh | -1.2 | 0.4 | 3.1 | -0.7 | 0.8 | 1.1 | 1.1 | 2.5 | 0.4 | 0.2
APOBEC3A inh | -3 | -2 | -8 | 4 | -2 | -2 | 2 | -2 | 2 | 1
MIN6 prolif | 1 | -6 | 0 | -2 | 0 | 2 | -4 | -1 | -3 | 4

Entries listed so far that contain a nitro group on carbon:
(5) Cn1c(SCC(=O)NC(=O)c2cccc([N+](=O)[O-])c2)nnc1-c1ccc(F)cc1
(15) CCOC(=O)c1ccc(NC(=O)Cn2ccc([N+](=O)[O-])n2)cc1
(39) O=C(COc1ccccc1Cl)N1CCN(c2ccc([N+](=O)[O-])c(N3CCCCC3)c2)CC1

entry no. | 5 | 15 | 39
mIAP block | 8 | 0 | 15
APOBEC3G inh | -8 | -1 | -2
hIAP inh | -14 | 2 | -106
ATG4B inhibitor | -3 | 7 | -12
hIAP activ | 1.1 | 0.98 | 2.1*
mIAP activ | 0.92 | 1 | 0.85
MPTP inh | -0.5 | 2.8 | 0.4
APOBEC3A inh | -5 | 3 | 2
MIN6 prolif | -1 | -3 | -3

Later entries
(41) O=C(NCCS(=O)(=O)N1CCCC1)c1ccccc1
(42) COCCCNC(=O)C[C@H]1C[C@H](C(=O)N2CCOCC2)[C@@]2(C)c3[nH]c4ccc(Cl)cc4c3CCN2C1=O
(43) COc1ccc(N2CCN(C(=O)COC(=O)c3cccc(OC)c3O)CC2)cc1
(44) COC(=O)c1ccc(CSC(=N)N)o1
(45) O=C(CCSc1nc(-c2ccco2)cc(C(F)(F)F)n1)NCCc1ccccc1
(46) CCc1ccccc1NC(=O)Cn1nnc(C(=O)NCc2cccc(OC)c2)c1N
(47) O=C(Oc1ccc(N(C(=O)c2ccncc2)S(=O)(=O)c2ccc(F)cc2)cc1)c1ccncc1
(48) O=C(O)c1cc(S(=O)(=O)Nc2ccc3cn[nH]c3c2)ccc1Br
(49) O=C(CN1C(=O)c2ccc([N+](=O)[O-])cc2C1=O)NC1CCS(=O)(=O)C1 (stereo not given)
(50) O=[N+]([O-])c1cc(CN(CCO)CCO)ccc1O
(51) CC(=O)N1CCc2cc(S(=O)(=O)NC(C(=O)Nc3nc(C)cs3)C(C)C)ccc21 (stereo not given)
(52) CC1CCc2c(sc(NC(=O)/C=C/c3cccs3)c2C(=O)O)C1 (stereo not given)

entry no. | 41 | 42 | 43 | 44 | 45 | 46 | 47 | 48 | 49 | 50 | 51 | 52
mIAP block | 3 | 1 | -13 | 8 | 2 | -3 | -6 | 4 | 3 | 24 | 2 | 9
APOBEC3G inh | 2 | 3 | -3 | -4 | 3 | -6 | -8 | -4 | 2 | -5 | -5 | -6
hIAP inh | -4 | x | -10 | 10 | 0 | 13 | 5 | 12 | -27 | 0 | 17 | -1
ATG4B inhibitor | 0 | 1 | -6 | 7 | 7 | -5 | -13 | -17 | -4 | -1 | -1 | 14
hIAP activ | 1 | x | 1.1 | 0.9 | 1 | 0.87 | 0.95 | 0.88 | 1.3 | 1 | 0.83 | 1
mIAP activ | 0.97 | 0.99 | 1.1 | 0.92 | 0.98 | 1 | 1.1 | 0.96 | 0.97 | 0.76 | 0.98 | 0.91
MPTP inh | -0.3 | -2.3 | -1.3 | -0.4 | -2.5 | 1.5 | -0.4 | -0.1 | -1.2 | 0.6 | 1.2 | 0.4
APOBEC3A inh | -5 | 4 | -1 | 3 | 2 | -5 | -3 | 2 | 0 | 0 | -5 | -4
MIN6 prolif | 4 | x | -3 | 0 | -1 | -4 | 2 | 0 | -3 | -1 | -1 | -3
